# Screens as filed in PubChem BioAssay.
# PAX8 inh HTS – lowers PAX8-driven luciferase in RMG-I cells | RMG-I TPO-luciferase reporter, SteadyGlo, 24 h | inhibition, % at 12.6 µM | 360,000 tested, 1.2% active | AID 652154;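 active means mean replicate inhibition at least 60% with every replicate also reaching 60%; inconclusive means only one of the two criteria is met; inactive means mean below 60% and not all replicates reaching 60%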;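 further: luciferase light reporting Pax8 driven TPO promoter activity; plate controls were median of neutral control wells for no effect and mitoxantrone controls for full effect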
# ARNT TACC3 PPI – disrupts binding between human ARNT and TACC3; Q9Y6A5; AlphaScreen His-ARNT PAS-B/GST-TACC3 binding, luminescence; TACC3 fragment carries E629A point mutation; inhibition, % at 9.99 µM; 390,000 tested, 0.66% active; AID 623870;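 active means mean inhibition of replicates at least 50% and at least half of replicates each reaching 50%; inconclusive means half or more replicates reach 50% but mean below 50%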;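 further: 0% = complete ARNT plus TACC3 wells and 100% = ARNT alone without TACC3; many hits fall short of the cut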
# SIRT5 inh – sirtuin-5 (human) deacylase inhibition; Q9NXA8; Purified SirT5, succinyl-peptide AMC, trypsin-coupled fluorescence; inhibition, % at 15 µM; 330,000 tested, 1.1% active; in the data active means inhibition above about 15%; inconclusive means no clear call, values can overlap the other calls
# Target sequence (Q9NXA8 whole entry, looked up): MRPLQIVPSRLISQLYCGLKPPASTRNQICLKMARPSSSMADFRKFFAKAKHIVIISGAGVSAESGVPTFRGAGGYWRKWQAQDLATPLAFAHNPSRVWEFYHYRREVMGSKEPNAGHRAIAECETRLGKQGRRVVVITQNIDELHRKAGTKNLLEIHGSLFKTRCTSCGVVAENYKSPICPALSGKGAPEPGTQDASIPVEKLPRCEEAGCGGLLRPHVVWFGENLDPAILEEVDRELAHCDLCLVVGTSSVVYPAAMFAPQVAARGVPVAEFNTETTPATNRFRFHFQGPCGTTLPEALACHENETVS
# LGR2 antag – inhibitors of bursicon-induced Drosophila LGR2 receptor cAMP signaling. HEK293 LGR2, CRE-luciferase, bursicon-stimulated, 4 h. inhibition, % at 9.99 µM. 380,000 tested, 0.35% active;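 active means drop in luminescence signal, shown as inhibition above about 50% in the replicate tests, limit read from the data, passing the limit was not always enough; inconclusive means probably only some replicates passing the limit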;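 further: agonist challenge used bursicon conditioned medium at about half maximal strength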
# EWS-Fli block – inhibitors of EWS/Fli oncoprotein transcriptional activity | A673 NR0B1-luciferase reporter, viability-normalised | inhibition, % at 12.6 µM | 350,000 tested, 0.67% active | AID 651661;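 active means mean inhibition of at least 50% after viability correction, with every replicate also passing that limit; inconclusive means mean reaches 50% but only one of two replicates passes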;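 further: firefly luciferase signal divided by Alamar Blue viability fluorescence both relative to DMSO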
# Casp6 inh – inhibitors of human caspase-6. inhibition, % at 12.5 µM. purified caspase-6, Z-VEID-R110 cleavage fluorescence. 350,000 tested, 0.53% active. P55212;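 active means mean inhibition across replicates at least about 35%, with every replicate also reaching that limit, limit read from the data; inconclusive means only one of the two criteria met; inactive means neither criterion met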;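 further: 0% = median of neutral control wells and 100% = no fluorescence left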
# Target sequence (P55212 24-179 limits assumed): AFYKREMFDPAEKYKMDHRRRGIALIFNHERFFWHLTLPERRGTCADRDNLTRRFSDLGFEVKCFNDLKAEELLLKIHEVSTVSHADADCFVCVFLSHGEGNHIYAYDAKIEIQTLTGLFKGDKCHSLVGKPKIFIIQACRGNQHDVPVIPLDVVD
# Target sequence (P55212 194-293 limits assumed): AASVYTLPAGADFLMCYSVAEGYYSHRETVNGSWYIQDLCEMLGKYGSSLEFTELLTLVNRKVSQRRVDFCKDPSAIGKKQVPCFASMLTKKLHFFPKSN
# DENV2 CPE rescue – inhibitors of DENV2 cytopathic effect; DENV2-infected cells, cytopathic effect rescue, plate reader; CPE inhibition, % at 9.99 µM; 350,000 tested, 1.7% active; in the data active means CPE inhibition above about 20%, passing the limit was not always enough; inconclusive means no clear call, values can overlap the other calls; tested in BHK-21 cells;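 further: 0% = median of neutral control wells and 100% = median of positive control wells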
# * hit, by the source's call; ? = inconclusive; / = not tested or not shown.
# Values run as follows: PAX8 inh HTS	ARNT TACC3 PPI	SIRT5 inh	LGR2 antag	EWS-Fli block	Casp6 inh	DENV2 CPE rescue
C[C@@H]1CN([C@@H](C)CO)C(=O)c2cc(NC(=O)CCCN(C)C)ccc2O[C@H]1CN(C)S(=O)(=O)c1cn(C)cn1
  /	-6	2	-8	2	7	4
CCCN1CCN(CCCNC(=O)Cn2cc3c(n2)CCCC3)CC1
  -16	/	/	-7	1	-55	8
CCOc1ccc(NS(=O)(=O)c2cc(C(=O)N3CC(C)OC(C)C3)ccc2C)cc1 (stereo not given)
  15	-6	0	-13	-1	1	5
COc1ccc(NC(=O)N(C)C[C@@H]2Oc3c(NS(=O)(=O)c4cccs4)cccc3C(=O)N([C@H](C)CO)C[C@H]2C)cc1
  /	-10	-4	9	1	-2	-5
CC(C)(C)OC(=O)N(CCc1ccccc1)Cc1cccc(OCc2cccc(NC(=O)c3ccccc3)c2)c1
  3	0	-5	-8	-6	-4	0
CCc1nnc(NC(=O)c2ccc(C)o2)s1
  -94	-2	4	-30	/	5	-6
CN(C)CC(=O)N1[C@@H](C#N)[C@@H](c2ccc(-c3ccccc3F)cc2)[C@@H]1CO
  14	14	-2	-4	0	2	5
O=C(NCCO)C(=O)c1c(-c2ccc(Cl)cc2)cc2ccccn12
  -5	/	-2	/	-8	-1	1
Cc1ccccc1NC(=O)c1nnn(-c2ccc3c(c2)OCCO3)c1N
  -179	4	-2	10	/	/	-1
COc1cccc2sc(N3CCN(C(=O)C4COc5ccccc5O4)CC3)nc12 (stereo not given)
  -8	-6	6	13	2	4	-1
Cc1ccc(C(=O)N2NC(c3ccccc3F)C3C(=O)N(c4cccc(C)c4)C(=O)C32)cc1 (stereo not given)
  4	1	/	-5	-5	-2	0
Cc1ccc(S(=O)(=O)N(C)C[C@@H]2Oc3c(NC(=O)CCCCCC(=O)Nc4ccccc4N)cccc3C(=O)N([C@@H](C)CO)C[C@H]2C)cc1
  13	/	2	22	-5	-1	-1
CCCC1=NN2C(=N)/C(=C\c3cc(C)n(Cc4ccccc4)c3C)C(=O)N=C2S1
  -5	0	-2	7	7	-3	-6
Cc1ccc(N2CCN(C(=O)Nc3cccc([N+](=O)[O-])c3)CC2C)cc1 (stereo not given)
  21	/	-3	2	-2	1	-2
COCCOc1ccc(C(F)(F)F)cc1NC(=O)c1ccc(C)cc1
  28	6	/	25	/	/	/
C[C@H]1CCCCO[C@@H](CN(C)S(=O)(=O)c2ccccc2)[C@@H](C)CN([C@@H](C)CO)C(=O)c2cc(NC(=O)C3CCCCC3)ccc2O1
  43	0	-3	-1	5	2	-16
Cc1ccc(S(=O)(=O)N(C)CC(=O)NCCCn2nc(C)cc2C)cc1
  2	-11	-5	6	5	-8	?
CN(Cc1ccccc1)C(=O)CSc1cc(=O)n(C)c2ccccc12
  5	1	1	-31	14	0	-3
C[C@@H]1CN([C@@H](C)CO)C(=O)Cc2cc(NC(=O)C3CC3)ccc2O[C@H]1CN(C)Cc1ccc(Cl)c(Cl)c1
  37	23	8	19	/	-17	1
C[C@@H]1CN([C@@H](C)CO)C(=O)c2cc(C3=CCCCC3)cnc2O[C@H]1CN(C)C(=O)c1cccnc1
  /	-1	2	4	0	4	-1
COc1ccc(-n2nc(C(=O)NCC(=O)N3CCN(c4ccc(F)cc4)CC3)c3ccccc3c2=O)c(OC)c1
  -28	-1	-2	-22	-68	/	6
CCCNC(=O)N1CC2(CCN(S(=O)(=O)CC)CC2)c2c([nH]c3cc(OC)ccc23)[C@H]1CO
  /	/	-1	-6	32	1	-4
C[C@H]1CCCCO[C@@H](CN(C)S(=O)(=O)c2cn(C)cn2)[C@@H](C)CN([C@@H](C)CO)C(=O)c2cc(NC(=O)Nc3ccccc3)ccc2O1
  -14	3	-2	-6	-8	0	-3
COc1cccc(-c2cc(C(=O)N3CCN(C(=O)c4ccco4)CC3)[nH]n2)c1
  12	-1	-6	6	-4	2	3
CCCCCn1c(C(C)NC(=O)CCC)nc2ccccc21 (stereo not given)
  -2	-5	-1	/	0	-3	0
Cc1cc(C)c(C)c(S(=O)(=O)N2CCC(C(=O)NC3=NCCS3)CC2)c1C
  1	-4	-1	0	7	-4	15
CCC1(CC)NC(=S)NC1=S
  -6	-8	-2	5	2	-3	-2
COc1cc(Cl)c(C)cc1NC(=O)CC1CCCC1
  -1	-2	1	3	-1	5	4
CC(=O)c1ccc(NC(=O)CSc2ccc(-c3ccc4c(c3)OCO4)nn2)cc1
  -40	-4	/	-4	/	/	/
Cn1c(Cc2ccc3c(c2)OCO3)nnc1SCC(=O)NC(C)(C)C
  10	0	-3	-6	-7	-1	-1
CC(C)NC(=O)N(C)C[C@@H]1Oc2ccc(NC(=O)NC3CCCCC3)cc2C(=O)N([C@@H](C)CO)C[C@@H]1C
  /	-3	-5	7	1	/	-1
O=C(CCC(=O)c1ccccc1)NC1CCCN(Cc2ccccc2F)C1 (stereo not given)
  -22	-10	-1	1	6	3	?
N#C[C@H]1[C@H](c2ccccc2-c2ccc(F)cc2)[C@@H](CO)N1C(=O)NC1CCCC1
  /	/	-4	8	-3	-1	-3
COCCOC(=O)c1sc2nc[nH]c(=O)c2c1C
  -5	/	1	0	-1	5	3
CNC(=S)N/N=C/c1cn(Cc2c(F)cccc2Cl)c2ccccc12
  4	-4	/	8	4	/	/
CCOC(=O)C1=C(C)Nc2ccccc2N=C1NC(=O)Cc1ccc(Cl)c(Cl)c1
  11	-2	-5	27	10	0	-6
CC(C)c1ccc(C(=O)NC(=S)NCc2cccnc2)cc1
  7	8	14	-12	6	2	4
Cc1ccc(C(=O)CC(c2cccs2)S(=O)(=O)c2ccc(C)cc2)cc1 (stereo not given)
  -18	-3	-8	-32	-60	-1	/
Cc1cccc(NC(=S)N2CCN(c3ccccn3)CC2)c1
  8	-8	-2	-5	1	9	-2
CCOC(=O)c1ccccc1N=Cc1c(O)c2ccccc2oc1=O
  -3	2	-7	5	7	-1	-1
O=C(COC(=O)C1CCN(S(=O)(=O)c2cccs2)CC1)Nc1ccc(F)cc1F
  20	5	0	10	5	-2	7
CC(C)NC(=O)N(C)C[C@@H]1Oc2ncc(C#Cc3ccccc3F)cc2C(=O)N([C@H](C)CO)C[C@H]1C
  /	1	5	-9	-1	1	3
COc1ccc(/C=N/NC(=O)c2cc3c(OC)ccc(OC)c3[nH]2)cc1O
  50	3	0	-15	36	4	0
C[C@@H]1CN([C@@H](C)CO)S(=O)(=O)c2ccc(/C=C/c3ccccc3)cc2O[C@@H]1CN(C)C(=O)c1cccnc1
  /	-14	6	7	1	1	5
O=C(C[C@@H]1C[C@@H]2c3cc(NS(=O)(=O)c4ccccc4)ccc3O[C@@H]2[C@@H](CO)O1)N1CCOCC1
  0	-6	-1	0	-2	0	-3
CCN(CC)S(=O)(=O)c1ccc(C(=O)Nc2cc(C)on2)cc1
  10	-7	1	0	-2	-2	0
COc1ccc2c(c1)nc(-c1cccc(Br)c1)c(=O)n2C(c1ccccn1)c1nc2ccccc2[nH]1 (stereo not given)
  -112	/	-2	-40	-107	2	0
CO[C@H]1CN(C)C(=O)c2cc(NS(C)(=O)=O)ccc2OC[C@@H](C)N(C(=O)NC(C)C)C[C@H]1C
  -3	-10	/	8	3	/	/
CCc1ccc(CN(C)Cc2nc(Cc3cccc(C(F)(F)F)c3)no2)nc1
  -5	18	-3	-9	4	-3	-5
C[C@@H]1CN([C@@H](C)CO)C(=O)Cc2cc(NC(=O)Cn3cnnn3)ccc2O[C@H]1CN(C)Cc1ccc(-c2ccccc2)cc1
  18	8	6	-20	-2	0	-3
O=C(NCc1ccco1)c1cccc2c1C(=O)c1ccc(/C=C/c3ccccc3)cc1S2(=O)=O
  8	-1	/	-3	23	4	-1
Cc1cc(OCC(=O)Nc2cccnc2)c2c(C)c(C)c(=O)oc2c1
  -5	0	-2	1	/	1	-1
O=C(COC(=O)/C=C/c1ccc(F)cc1)NCc1ccco1
  -11	0	0	/	2	-1	14
C[C@H]1CN([C@@H](C)CO)C(=O)c2cccc(NC(=O)c3cnccn3)c2O[C@H]1CN(C)Cc1ccc(Oc2ccccc2)cc1
  28	0	4	12	-3	-2	6
COc1cccc(C(=O)Nc2ccc3c(c2)C(=O)N(C)[C@@H]2CC[C@H](CC(=O)NCCCN4CCOCC4)O[C@H]2CO3)c1
  -15	-4	1	-4	-3	-10	0
CC(=O)Nc1nnc(C)s1
  -2	-2	-2	-12	-3	0	0
CCCCNc1c(-c2ccc(-c3cccc(Cl)c3)cc2)nc2ccc(Cl)cn12
  -61	-5	/	-37	-29	-1	59*
COC(=O)c1ccc(N2CCN(C)CC2)c(NC(=O)c2sc3ccccc3c2Cl)c1
  7	26	-3	7	23	-1	-14
Cn1cnc(S(=O)(=O)N[C@H]2C=C[C@@H](CC(=O)N3CCN(c4ccccc4)CC3)O[C@H]2CO)c1
  /	/	9	-2	/	-1	-3
CCOc1ccc(/C=N/OCC(=O)Nc2ccc3c(c2)OCO3)cc1
  -2	-5	0	-12	11	4	-1

# Further results.
# Values run as follows: PAX8 inh HTS	ARNT TACC3 PPI	SIRT5 inh	LGR2 antag	EWS-Fli block	Casp6 inh	DENV2 CPE rescue
CC(=O)Nc1ccc(S(=O)(=O)N(C)CC(=O)OCC(=O)NNC(=O)c2ccccc2F)cc1
  -8	-1	2	-6	-5	-2	1
Cn1nccc1C(=O)NC1CCN(Cc2ccccc2)CC1
  -10	1	-4	0	6	-8	-3
CCNC(=O)NC(=O)COC(=O)CCCc1nc2ccccc2s1
  2	-5	-1	3	-5	0	-5
C[C@@H]1CN([C@H](C)CO)C(=O)c2cc(NS(=O)(=O)c3cccs3)ccc2O[C@H]1CN(C)CC1CC1
  3	-4	-3	-31	-11	-1	-5
N#Cc1cc(C(=O)c2cc(Br)ccc2O)cn(Cc2ccccc2)c1=O
  20	-3	-4	16	5	-3	-7
CCNC(=O)C[C@H]1C=C[C@H](NS(=O)(=O)c2ccc(F)cc2)[C@H](CO)O1
  2	-17	2	-1	0	-1	3
O=C1C=CN(C(=O)Oc2ccccc2)CC1
  23	-10	/	2	2	-1	-2
C[C@H](CO)N1C[C@H](C)[C@H](CN(C)Cc2ccc3c(c2)OCO3)Oc2ccc(NC(=O)Nc3ccc(F)cc3)cc2C1=O
  -1	12	11	13	37	1	1
Cc1ccc(C(=O)N2CCN(c3ccc(NC(=S)NC(=O)c4cccs4)cc3)CC2)cc1
  7	1	0	14	30	-1	19
Cc1ccc(/C=N/n2cc(-c3ccccc3)[nH]c2=S)s1
  -25	6	3	-120	30	-5	-1
CCCC#Cc1ccc([C@H]2[C@@H](CO)N3CCCCN(CC4CC4)C[C@@H]23)cc1
  15	5	-5	/	11	-2	-3
COc1ccc(/C=N/NC(=S)NCc2ccccc2)cc1OC
  3	3	/	-9	/	/	/
CC(C)CCCCCCNC(=S)Nc1ccc(S(=O)(=O)N2CCOCC2)cc1
  59	-8	-3	51*	13	3	-2
COc1ccccc1OCC(=O)OCn1c(SC)nnc(C)c1=O
  14	42	/	4	/	/	/
Cc1cc2cc3c(=O)[nH]c(=O)[nH]c3nc2cc1C
  -8	/	-5	-1	-5	-1	-4
CO[C@@H]1CN(C)C(=O)c2cc(NC(=O)c3cnccn3)ccc2OC[C@@H](C)N(CC2CC2)C[C@@H]1C
  /	/	2	-1	3	2	-9
COc1ccc(CCNC(=O)CCC(=O)Nc2nnc(C(C)C)s2)cc1OC
  2	6	/	3	/	/	/
ON(CCc1ccncc1)Cc1ccccc1
  6	-4	/	19	-15	-6	14
CCC(Sc1nncn1C)C(=O)Nc1nnc(-c2ccc(Cl)cc2)s1 (stereo not given)
  5	-4	11	-12	-5	-2	0
O=C(Nc1cccc(NC(=O)c2cccc(F)c2)n1)c1cccc(F)c1
  -27	-15	2	-7	-22	-1	-2
CCCC#Cc1ccc2c(c1)O[C@H](CN(C)Cc1ccncc1)[C@H](C)CN([C@@H](C)CO)S2(=O)=O
  /	-5	0	13	10	-4	6
